# TDP-43 yeast inh – qHTS of TDP-43 Inhibitors; TDP-43 expressing yeast growth rescue, BacTiter-Glo, 24 h; Potency, µM (top dose mostly 46.1 µM), without a hit: at the top dose growth rescue (activation), hits mostly activators; 410,000 compounds, 1.8% hits; further: potency means the concentration at half of the fitted maximal effect; % of control where 0% means no effect; nearly all actives have a fitted effect of over 50% in size
#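 Growth rescue of TDP-43-toxic yeast measured as ATP luminescence (BacTiter-Glo). Cells grown to mid-log in raffinose, induced in galactose at OD600=0.02, exposed to compound 24 hr at 30 deg C.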
# D3 antag – qHTS of D3 Dopamine Receptor Antagonist: qHTS; D(3) dopamine receptor (Homo sapiens), P35462; D3R cells, DiscoveRx beta-arrestin luminescence, antagonist mode; hits give low values; max response, negative = inhibition, %; 360,000 compounds, 2.5% hits; AID 652054, 2013; in the data active means max response below about -50%; inconclusive means no clear call, values can overlap the other calls; further: on the % scale 0 is the no-effect control and ±100 the full control effect; mostly tested at two doses, the higher about 12 µM
#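 Cells plated overnight at 1500 cells/well, then exposed to library compounds with dopamine controls for 90 minutes at 37 degrees C. DiscoveRx reagent added for 30–60 minutes at room temperature; luminescence read, quantitative HTS format.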
# pAkt inh – HTS Assay for Inhibitors of Akt Phophorylation: Primary Screen | Neuro2A IGF-stimulated pAkt S473 HTRF, 20 min; hits give low values | activity change, % for hits at 50 µM | 360,000 compounds, 0.32% hits | AID 651550, 2012; in the data active means activity change below about -80%; inconclusive means mostly about -51% to -80%; further: on the % scale 0 is the no-effect control and ±100 the full control effect
#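 Neuro2A cells (4,500/well, DMEM with 0.5% FBS) were treated with compound at a single 50 µM final concentration, stimulated with 6 nM IGF for 20 min at 37 °C, and lysed. Phospho-Akt Ser473 was read by HTRF as 665/615 ratio ×10^4.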
# Abeta yeast res – qHTS for compounds that reverse cellular toxicity of Amyloid beta (A-beta) peptide in yeast: Primary Screen; 410,000 compounds, 0.063% hits; Potency, µM (doses to about 46.1 µM), inactives show at the top dose growth rescue, actives largely listed as activators; yeast expressing A-beta42, growth rescue, OD600, 48 h; response scale: 0% DMSO, 100% iron-clioquinol control; further: potency means the concentration at half of the fitted maximal effect; nearly all actives have a fitted effect of over 55% in size
#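 Yeast growth medium received pinned compounds, then yeast cells expressing toxic A-beta were added; plates incubated at 30 C for 48 hr. Growth read as absorbance at 600 nm, normalized to DMSO and equimolar FeCl3 plus clioquinol controls.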
# FUS yeast rescue – qHTS for Suppressors of FUS Proteinopathy: Primary screen using FUS-linked yeast assay | 390,000 compounds, 0.24% hits | Potency, µM (highest dose often 76.6 µM), without a hit: at the top dose growth rescue (activation), most hits filed as activators | S. cerevisiae FUS-expressing, growth rescue, OD600, 24 h | AID 1347120, 2019;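 further: potency means the concentration at half of the fitted maximal effect; plate controls were DMSO vehicle for no effect and reference control for full effect; nearly all actives have a fitted effect of over 55% in size; some results filed as inactive show a strong effect at the top dose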
#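 Yeast FUS proteinopathy model; galactose-induced FUS (2%), starting OD 0.005. Cpds in dilution series, 24hr, 30C, 99% humidity. Abs 600 nm growth. Pos ctrl CP55940 (top 92uM final); neg ctrl DMSO.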
# GLP1R inv ag – qHTS of GLP-1 Receptor Inverse Agonists (Inhibition Mode). Potency, µM (highest dose often 38.3 µM), inactives show at the highest dose activity change, negative = inhibition, actives largely listed as inhibitors. AID 624417, 2012. HEK293 GLP-1R CRE-luciferase, luminescence, 24 h; GLP-1R form is constitutively active. Glucagon-like peptide 1 receptor (Homo sapiens), P43220. 410,000 compounds, 1.6% hits; further: potency means the concentration at half of the fitted maximal effect; on the % scale 0 is the no-effect control and ±100 the full control effect; nearly all actives have a fitted effect of over 55% in size
# Target sequence (P43220 whole entry, looked up): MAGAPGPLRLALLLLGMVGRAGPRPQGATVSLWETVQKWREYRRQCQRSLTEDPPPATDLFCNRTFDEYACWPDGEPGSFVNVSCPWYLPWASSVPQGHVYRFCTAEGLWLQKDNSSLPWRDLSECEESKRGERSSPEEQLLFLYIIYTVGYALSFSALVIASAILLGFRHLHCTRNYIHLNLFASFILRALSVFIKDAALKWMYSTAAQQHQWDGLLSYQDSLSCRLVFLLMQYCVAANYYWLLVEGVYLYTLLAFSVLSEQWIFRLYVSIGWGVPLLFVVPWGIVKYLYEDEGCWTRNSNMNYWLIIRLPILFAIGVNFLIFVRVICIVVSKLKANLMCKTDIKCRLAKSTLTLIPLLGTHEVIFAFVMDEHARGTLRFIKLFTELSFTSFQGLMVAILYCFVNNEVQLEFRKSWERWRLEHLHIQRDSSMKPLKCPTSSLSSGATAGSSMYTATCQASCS
#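 Using stably transfected HEK293 (constitutively active GLP-1R, cAMP-luciferase reporter), compounds were incubated 24 hr and luciferase measured by luminescence.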
# GLP-1R agonist – qHTS of GLP-1 Receptor Agonists; Glucagon-like peptide 1 receptor (Homo sapiens), P43220; HEK293 GLP-1R CRE-luciferase, luminescence, 4-6 h; cells express a hypersensitive GLP-1R form; Potency, µM (series often up to 45.6 µM), inactives show top-dose activation, hits mostly activators; 380,000 compounds, 0.007% hits; further: potency means the concentration at half of the fitted maximal effect; % of control where 0% means no effect
# aSyn yeast inh – qHTS of alpha-syn Inhibitors | Yeast expressing alpha-synuclein, growth rescue, BacTiter-Glo, 24 h | Potency, µM (series often up to 46.1 µM), inactives show top-dose growth rescue (activation), actives largely listed as activators | 370,000 compounds, 0.14% hits; further: potency means the concentration at half of the fitted maximal effect; % of control where 0% means no effect; nearly all actives have a fitted effect of over 65% in size
#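 Rescue of yeast growth: cells expressing toxic alpha-synuclein, induced in galactose at OD600 0.02, incubated with compound 24 h at 30 C. ATP luminescence quantified growth; inhibitors of toxicity appear as activators.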
# PTHR1 ag – qHTS for PTHR1 Agonists: Primary Screen. HEK293 GP2 PTHR1 cells, GloSensor cAMP luminescence, 1 h. Potency, µM (series often up to 115 µM), inactives show top-dose activation, most hits filed as activators. 410,000 compounds, 0.075% hits; further: potency means the concentration at half of the fitted maximal effect; nearly all actives have a fitted effect of over 55% in size; some results filed as inactive show a strong effect at the top dose; inactives centre near -15; many of its hits are not listed in these tables
# Target sequence (Q03431 whole entry, looked up): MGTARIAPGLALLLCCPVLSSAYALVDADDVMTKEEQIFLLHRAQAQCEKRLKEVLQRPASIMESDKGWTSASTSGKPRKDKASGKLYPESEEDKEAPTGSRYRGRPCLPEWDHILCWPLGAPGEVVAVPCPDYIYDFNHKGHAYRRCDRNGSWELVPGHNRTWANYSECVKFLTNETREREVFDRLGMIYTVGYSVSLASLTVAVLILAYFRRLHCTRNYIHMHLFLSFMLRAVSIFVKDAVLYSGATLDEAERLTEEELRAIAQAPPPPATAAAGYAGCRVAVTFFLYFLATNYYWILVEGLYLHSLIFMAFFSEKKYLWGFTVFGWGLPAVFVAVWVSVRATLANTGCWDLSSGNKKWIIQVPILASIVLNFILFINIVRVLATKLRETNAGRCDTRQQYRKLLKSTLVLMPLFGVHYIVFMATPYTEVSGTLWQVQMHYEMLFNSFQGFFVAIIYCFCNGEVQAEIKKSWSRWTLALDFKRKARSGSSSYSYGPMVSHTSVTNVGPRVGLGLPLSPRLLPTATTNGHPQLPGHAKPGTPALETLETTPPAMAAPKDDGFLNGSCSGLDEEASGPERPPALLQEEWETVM
#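 HEK-293-derived GP2 cells expressing PTHR1 and a GloSensor cAMP reporter, 3,000/well, plated overnight, given luciferin plus IBMX (each 0.5 mM as added) for 1 h at 37 °C, then compound for 1 h at 37 °C. Luminescence was read after 15 min at room temperature.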
# An asterisk follows results filed as active; i = inactive; u = inconclusive; x = no result given; [ ] = remark or other dose. Unless noted, the call rests on the fitted dose curve; in most records, active means well fitted curve in the direction sought with a large enough effect; inconclusive means small, poorly fitted or top-dose-only effect, or another doubt; inactive means no such curve, though single readings can be large; an effect the other way counts as inactive or inconclusive.
# Screens in order – TDP-43 yeast inh, D3 antag, pAkt inh, Abeta yeast res, FUS yeast rescue, GLP1R inv ag, GLP-1R agonist, aSyn yeast inh, PTHR1 ag
> O=C(CSc1nnc(C2COc3ccccc3O2)o1)N1CCCCC1 (configuration not stated)
    20%, -5, i, -9%, 2%, 3%, 2%, 2%, -17%
> COCCNC(=O)c1ccccc1N(Cc1ccccc1)S(=O)(=O)c1ccc(C)cc1
    4%, -24, i, -4%, 14%, -8%, 7%, 5%, 0%
> CC(C)(C)NC(=O)c1ccccc1-c1nc(-c2ccccc2Cl)no1
    15%, 3, i, -26%, -12%, u, -2%, -9%, -25%
> Cc1ccc(S(=O)(=O)NCC(=O)N/N=C/c2ccc(Cl)cc2Cl)cc1
    1%, -6, i, 3%, x, -19%, -1%, 9%, i
> Cc1cc(=O)oc2cc(OCC(=O)N3c4ccccc4NC(=O)C3(C)C)ccc12
    0%, 45, i, -5%, 22%, 41%[activator], 11%, 0%, -16%
> Cc1noc(C)c1S(=O)(=O)N(CC(=O)O)c1ccc2c(c1)OCO2
    8%, 18, i, 1%, -10%, 2%, -21%, -1%, i
> Cc1ccc(-n2nc(C(=O)N3CCN(c4cc(Cl)ccc4C)CC3)c3c4ccccc4n(C)c3c2=O)cc1
    -2%, x, x, -13%, -16%, 0%, x, x, i
> O=C(/C=C/c1ccccc1Cl)c1cccnc1
    u, -22, i, 2%, 5%, -29%, -32%[inhibitor], -6%, -30%[inhibitor][57.5 µM]
> CCc1ccccc1NC(=O)N1CCc2c([nH]c3ccccc23)C1c1ccc(C)cc1 (configuration not stated)
    -5%, x, x, 0%, 8%, u, x, x, i
> O=[N+]([O-])c1cccc(-c2nnc(-c3ccccc3)o2)c1
    -19%[9.22 µM], -19, i, -16%, 30%, 33%, 8%, -7%, -12%
> Cc1ccc(Oc2ncccc2NC(=O)CC2(CC(=O)O)CCCC2)c2c1CCC2
    9%, 3, i, 8%, 12%, -8%, 1%, -1%, i
> NS(=O)(=O)c1ccc(Nc2ccc3cc(S(=O)(=O)N4CCCCC4)ccc3n2)cc1
    13%, -3, x, 12%, -10%, 3%, 5%, 5%, -29%
> O=C(N/N=C/c1cccs1)c1cncc(Br)c1
    21%, -5, i, -47%[inhibitor], 1%, u, 1%, 1%, -16%
> O=C(CCCN1CCOC(c2ccccc2)C1)c1ccc(F)cc1 (configuration not stated)
    3%, -86*, i, 0%, -14%, u, -6%, -3%, -35%[inhibitor]
> CC(C)C[C@H]1CNC(=S)N1C[C@H]1CCCN1C[C@H](CC(C)C)N1C[C@H](Cc2ccc(O)cc2)N(CC2CCCCC2)C1=S
    18%, 20, i, 13%, u, u, -5%, -37%[inhibitor], -31%[inhibitor]
> Cc1cc(NC(=O)CCN2CCC(C)CC2)ccc1Br
    11%, -106*, i, -15%, -9%, 10µM*, 12%, -19%, i
> COC(=O)Nc1ccc(S(=O)(=O)Nc2ccc(O)cc2)cc1
    3%, 14, i, 24%, -7%, 9%, 2%, -1%, i
> COC(=O)C(NC(=O)c1ccco1)(Nc1cc(C)ccn1)C(F)(F)F (configuration not stated)
    -1%, -2, i, -4%, -17%, 2%, -13%, -4%, -5%
> CC(C)c1ccc(NC(=O)C2CCCCN2S(=O)(=O)c2ccccc2)cc1 (configuration not stated)
    12%, -1, i, 7%, 12%, u, 8%, 15%, -23%
> COc1ccc2[nH]c(CN3CCC(CO)(CCOc4ccccc4)CC3)c(C)c2c1
    9%, 14, i, -1%, 22%, u, 9%, 5%, i
> CCOC(=O)c1sc(N/N=C/c2cccc(C)c2)nc1C
    20%, 7, i, -10%, 1%, 51%[activator], 0%, -10%, i
> COc1cccc(C(=O)Nc2ccc(C(=O)OCc3cc(=O)n4cc(C)sc4n3)cc2)c1
    21%, x, x, 4%, 23%, -13%, x, x, -30%
> Cc1cc(C)c[n+](CC(=O)c2ccc(C)c([N+](=O)[O-])c2)c1
    6%, -6, i, -1%, 0%, -3%, -4%, 1%, u
> Cc1cc(C)c(NC(=O)Nc2ccc3snnc3c2)c(C)c1
    9%, x, x, -4%, -14%, -2%, 10%, -15%, -26%
> O=C(NCCc1c[nH]c2ccccc12)C(=O)NCC1OCCCN1S(=O)(=O)c1ccccc1 (configuration not stated)
    -6%, 23, i, 0%, x, u, 2%, 7%, -27%
> COc1ccc(OC)c(-n2nnnc2SCC(=O)N2CCN(C(=O)c3ccco3)CC2)c1
    0%, -4, i, 8%, 16%, 6%, 2%, 1%, i
> Cc1cc(C)cc(C(=O)Nn2cnnc2)c1
    -11%, 1, i, 6%, 8%, 19%, -10%, -10%, -6%
> CC(C)(C)C(O)CN1CCCC1 (configuration not stated)
    -12%, -3, i, 1%, u, 7%, -4%, -4%, 29%
> COc1ccc(N2CCN(C(=O)C(NC(=O)c3c(F)cccc3F)C(C)C)CC2)cc1 (configuration not stated)
    -4%, 5, i, -3%, 25%, -12%, 13%, -5%, i
> CCOC(=O)c1nnn(-c2nonc2N)c1-c1ccc(Cl)cc1
    25%, 9, i, 19%, -20%, -17%, 17%, -1%, -4%
> COC(=O)[C@]12CCCCC=C1N(Cc1ccco1)C(=O)[C@H](CC(=O)N1CCCCC1)C2
    8%, 1, i, -9%, 19%, 16%, 3%, -9%, -9%
> CCCCSc1nc2c(cnn2-c2ccc(F)cc2)c(=O)[nH]1
    21%, 37, i, -9%, -25%, 17%, 2%, -5%, -6%
> COC(=O)Cc1cc(=O)n2[nH]cnc2n1
    0%, 4, i, 9%, -23%, 11%, -1%, 3%, -11%[57.5 µM]
> O=C(Nc1ccc(Oc2ccccc2)nc1)C1CCCCN1Cc1ccco1 (configuration not stated)
    -1%, -13, i, 0%, 7%, u, 17%, 5%, u
> O=C(NCc1ccco1)c1ccc2c(c1)N(Cc1ccc(Cl)cc1)CCS2
    -3%, -10, i, -8%, 2%, u, 20%, -5%, -12%
> Cc1cc(=O)oc2c(C)c(OCC(=O)N(C)C)ccc12
    3%, 36, i, 6%, -15%, 11%, -18%, 1%, -29%[57.5 µM]
> O=C(CSC1=Nc2ccccc2N=C(c2ccc(F)cc2)C1)NCc1ccccc1
    27%, x, x, -3%, 22%, -8%, -1%, x, -5%
> CCN(CC)C(=O)Cn1cc(C(=O)C(=O)N2CC=C(c3ccccc3)CC2)c2ccccc21
    0%, -6, i, 9%, 38%, 1%[0.307 µM], 14%, 1%, i
> O=[N+]([O-])c1cc([N+](=O)[O-])c2nonc2c1Nc1ccc(O)cc1
    3%, -1, i, -17%, 0%, 15%, 3%, 0%, i
> Cc1ccccc1NC(=S)NC(NC(=O)C(C)(C)C)C(Cl)(Cl)Cl (configuration not stated)
    -4%, -24, i, 3%, 8%, u, -10%, -7%, -1%

# GLP1R inv ag, what is marked active above.
molecule | D3 antag | pAkt inh | FUS yeast rescue | GLP1R inv ag | GLP-1R agonist | PTHR1 ag
Cc1cc(NC(=O)CCN2CCC(C)CC2)ccc1Br | -106* | i | -9% | 10µM* | 12% | i

# The listing picks up; the 4 compounds before the break are reprinted first.
# Screens in order – TDP-43 yeast inh, D3 antag, pAkt inh, Abeta yeast res, FUS yeast rescue, GLP1R inv ag, GLP-1R agonist, aSyn yeast inh, PTHR1 ag
> O=C(CSC1=Nc2ccccc2N=C(c2ccc(F)cc2)C1)NCc1ccccc1
    27%, x, x, -3%, 22%, -8%, -1%, x, -5%
> CCN(CC)C(=O)Cn1cc(C(=O)C(=O)N2CC=C(c3ccccc3)CC2)c2ccccc21
    0%, -6, i, 9%, 38%, 1%[0.307 µM], 14%, 1%, i
> O=[N+]([O-])c1cc([N+](=O)[O-])c2nonc2c1Nc1ccc(O)cc1
    3%, -1, i, -17%, 0%, 15%, 3%, 0%, i
> Cc1ccccc1NC(=S)NC(NC(=O)C(C)(C)C)C(Cl)(Cl)Cl (configuration not stated)
    -4%, -24, i, 3%, 8%, u, -10%, -7%, -1%
> Cn1nccc1C(=O)OCC(=O)Nc1ccc(S(N)(=O)=O)cc1
    -4%, 0, i, -6%, -3%, 17%, 8%, -2%, -1%
> Cc1nc(CS(=O)(=O)c2ccccc2)cc(Sc2ccccc2Cl)n1
    32µM*, 19, i, 5%[9.22 µM], -24%, -15%, 21%, 11%, -13%
> Cc1cc(C)c2c(=O)n(-c3ccccc3)[nH]c2n1
    8%, 13, i, -11%, 28%, 14%, -9%, 1%, 5%[57.5 µM]
> O=C(O)CSCc1nc2ccccc2s1
    0%, 11, i, 13%, 22%, 0%, -8%, 8%, i
> CCn1c(SCc2ccccc2Cl)nc(=O)c2c(C(=O)OC)cc(C3CC3)nc21
    u, x, x, -33%, u, -1%, x, x, -70%[inhibitor]
> COc1cccc(CN(C(=O)c2cc3ccccc3oc2=O)C2CCS(=O)(=O)C2)c1 (configuration not stated)
    -1%, -2, i, -9%, 9%, 11%, -1%, 1%, -5%
> CS(=O)(=O)c1sc2nc(-c3ccccc3)cc(-c3ccccc3)c2c1N
    27%, -9, i, 24%, u, u, 4%, 5%, -7%[57.5 µM]
> COCCN(C(=O)COC(=O)c1ccc2[nH]c(C)c(C)c2c1)c1c(N)n(Cc2ccccc2)c(=O)[nH]c1=O
    -3%, -1, i, 4%, 49%, 11%, -5%, -1%, 1%
> CC(=O)CC(=O)Nc1cccc2c1CCCC2
    -9%, 10, i, 2%, u, -24%, -1%, 9%, 11%[57.5 µM]
> O=C(Nc1ccc(F)cc1F)N1CCN(C/C=C/c2ccccc2)CC1
    8%, u, i, 0%, -22%, u, 3%, -4%, -38%[inhibitor]

# High-throughput results (PubChem)

# An excerpt; the hit share may differ from the screen's.
